Wnt act: Wnt/beta-catenin pathway activation. actives 1.2% (n = 300,000). activation, % at 9.35 µM. Wnt/beta-catenin reporter cell assay, activator, plate reader; in the data active means activation above about 30%, passing the limit was not always enough;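 further: 0% = neutral control wells and 100% = positive control wells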
SR-BI DiI inh: inhibitors of mouse SR-BI mediated HDL lipid uptake | AID 488896 | ldlA[mSR-BI] CHO cells, DiI-HDL uptake fluorescence, 3 h | actives 0.96% (n = 320,000) | Q61009 | inhibition, % at 12.5 µM;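 active means mean replicate inhibition of at least 70% and a set share of replicates each scoring 70 or more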;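 further: 0% = median of neutral control wells and 100% = median of positive control wells; values of inactives mirror those of a sister screen read the other way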
Target sequence (Q61009 whole entry, looked up): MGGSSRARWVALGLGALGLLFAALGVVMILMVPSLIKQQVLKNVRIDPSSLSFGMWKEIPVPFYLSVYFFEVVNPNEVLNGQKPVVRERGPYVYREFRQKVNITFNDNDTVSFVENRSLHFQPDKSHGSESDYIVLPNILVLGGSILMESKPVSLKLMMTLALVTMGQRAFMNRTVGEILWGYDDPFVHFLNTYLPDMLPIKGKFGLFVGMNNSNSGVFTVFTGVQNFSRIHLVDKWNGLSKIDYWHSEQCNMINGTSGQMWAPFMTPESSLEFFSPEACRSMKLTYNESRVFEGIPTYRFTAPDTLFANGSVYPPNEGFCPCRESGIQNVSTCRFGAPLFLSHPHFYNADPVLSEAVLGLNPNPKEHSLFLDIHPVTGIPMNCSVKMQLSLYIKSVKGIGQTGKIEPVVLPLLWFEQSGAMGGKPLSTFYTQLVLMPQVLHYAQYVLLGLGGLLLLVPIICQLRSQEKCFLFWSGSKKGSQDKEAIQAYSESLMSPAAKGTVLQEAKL
MITF act: MITF TRPM1 promoter activation in melanoma cells; SK-MEL-5 TRPM1-promoter luciferase, 24 h; % of positive control, neutral wells = 0; activation, % at 12.5 µM; AID 588334; actives 0.75% (n = 300,000);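 active means mean activation of at least 80% with every replicate also reaching 80%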;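 further: 0% = neutral control wells and 100% = parthenolide positive control wells; values of inactives mirror those of a sister screen read the other way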
CDK5 inh: inhibitors of human CDK5/p35 kinase; Q00535+Q15078; Recombinant CDK5/p35, ADP-Glo luminescence, 60 min; inhibition, % at 10 µM; actives 0.01% (n = 330,000);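 active means highest replicate inhibition of at least 50% and at least 75% of replicates reaching 50%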;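 further: plate controls were DMSO neutral control for no effect and GW8510 at 10 µM for full effect; many of its hits are not listed in these tables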
HTR5A ag ctr: counter-screen for OPRM1-OPRD1 agonists: human HTR5A agonism. P47898. HTR5A agonist assay, luminescence, cell-based. activation, % at 9.3 µM. actives 0.61% (n = 340,000); in the data active means activation mostly above about 9.5%, no sharp cut-off; inactive means mostly below about 7.6%;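 further: 0% = cells with vehicle only and 100% = reference agonist; strong numbers were not always called active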
cardiac RTF act: increases calcium sensitivity of human cardiac regulated thin filaments. activation, % at 7.2 µM. IANBD-labeled TnC RTF fluorescence at EC20 calcium; 0% EC20 calcium, 100% full calcium. actives 0.24% (n = 340,000);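 active means activation above the mean over all tested compounds plus 3 SD, cut at about 30% in these data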;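 further: rise in fluorescence read as greater calcium sensitivity of cardiac thin filaments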
dFosB activator: enhances mouse delta FosB homodimer DNA binding | P13346 | purified delta FosB, TAMRA-CDK5 oligo fluorescence polarization; percent of positive-control signal above neutral wells | activation, % at 25 µM | actives 0.99% (n = 340,000);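 active means mean activation above about 17%, with every replicate also reaching it, limit read from the data, passing the limit was not always enough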;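 further: fluorescence polarization rise as delta FosB binds a TAMRA Cdk5 AP-1 oligo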
Target sequence (P13346 whole entry, looked up): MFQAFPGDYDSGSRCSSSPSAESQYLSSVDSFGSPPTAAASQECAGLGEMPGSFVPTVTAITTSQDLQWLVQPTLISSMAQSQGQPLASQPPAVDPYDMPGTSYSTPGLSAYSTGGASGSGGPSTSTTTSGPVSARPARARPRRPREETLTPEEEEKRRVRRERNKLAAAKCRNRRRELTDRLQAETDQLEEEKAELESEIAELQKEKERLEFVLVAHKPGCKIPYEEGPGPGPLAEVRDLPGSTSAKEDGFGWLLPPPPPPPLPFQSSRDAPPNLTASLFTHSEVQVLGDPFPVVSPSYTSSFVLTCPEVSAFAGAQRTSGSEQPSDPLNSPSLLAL
Rtt109 HAT inh: inhibitors of Candida albicans Rtt109/Vps75 histone acetyltransferase; Q5AAJ8; purified Rtt109/Vps75, ThioGlo CoA-SH fluorescence, 4 h; inhibition, % at 34.9 µM; actives 0.16% (n = 330,000);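 active means inhibition of at least 50% in every replicate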
PvdQ acylase: blocks Pseudomonas aeruginosa PvdQ acylase activity. AID 488965. purified PvdQ acylase, fluorescence plate reader. inhibition, % at 10 µM. actives 0.063% (n = 340,000); in the data active means inhibition above about 30%, passing the limit was not always enough;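 further: 0% = vehicle neutral wells and 100% = reference inhibitor wells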
SR-BI DiI-HDL act: activators of SR-BI mediated HDL lipid uptake. CHO ldlA[mSR-BI] cells, DiI-HDL uptake fluorescence, 3 h; 100 = double the neutral-control signal. activation, % at 12.5 µM. actives 0.096% (n = 320,000). AID 504775;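 active means mean replicate activation of at least 60% and every replicate at or above 60%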;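 further: 0% = median plate neutral-control signal and 100% = twice that signal; values of inactives mirror those of a sister screen read the other way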
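Assay system: LDL receptor-deficient CHO ldlA cells overexpressing murine SR-BI / Medium: BSA-supplemented, HEPES-buffered Ham's F12, pH 7.4 / Probe or stimulus: DiI-labelled HDL at 10 µg/mL final / Timing: compound with DiI-HDL co-incubation, 3 h at 37 °C / Technique: bottom-read cell fluorescence after medium removal, ex 550/em 595 nm / Measure: HDL uptake via cellular fluorescence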
The depositor's hits bear a star; . = no result given. Hits appear at their usual frequency. Share with any hit: about 4.4%.

SMILES | Wnt act | SR-BI DiI inh | MITF act | CDK5 inh | HTR5A ag ctr | cardiac RTF act | dFosB activator | Rtt109 HAT inh | PvdQ acylase | SR-BI DiI-HDL act
CCCCc1c(C)c(C#N)c2[nH]c3ccccc3n2c1=O | . | -4 | -15 | 1.8 | 0 | -3 | -13 | -17 | -8 | 4
CCOC(=O)[C@@H]1[C@H]2COc3ccc(Br)cc3[C@H]2N2C(=O)N(c3ccc(C(F)(F)F)cc3)C(=O)[C@]12C | -4 | -6 | 5 | -0.7 | 0 | -3 | -6 | 2 | -14 | 6
CC(C)c1cc(NCCCN2CCOCC2)n2c(nc3ccccc32)c1C#N | . | -13 | . | -1.9 | 1 | 5 | 1 | -11 | -2 | 13
O=C(Cc1ccc(Cl)cc1)OCC(=O)c1ccc[nH]1 | -2 | 10 | 7 | 0.2 | -1 | -1 | 4 | 8 | -12 | -10
NNc1nc(-c2ccccc2Cl)c2cc(Br)ccc2n1 | 0 | 26 | -6 | 1.3 | 4 | -1 | 1 | -3 | 16 | -26
CCCCn1cnc2c(cnn2-c2ccc(F)cc2)c1=O | . | -9 | 38 | -0.8 | -1 | 2 | -1 | -4 | -8 | 9
NC(=O)c1cccnc1Nc1ccccc1Cl | . | 9 | 41 | -1.7 | -2 | -5 | -3 | -2 | -10 | -9
COc1cc(-c2nc(-c3cccnc3)no2)cc(OC)c1OC | . | 17 | 19 | -0.3 | -2 | 10 | -21 | -2 | -16 | -17
CCCCCCCCN=C1NC(=O)CS1 | 0 | -24 | -11 | 1.3 | 2 | 2 | -1 | -4 | -13 | 24
Cc1cc(C(=O)N/N=C/c2cc([N+](=O)[O-])ccc2O)c2ccccc2n1 | . | 118* | -17 | -0.6 | 12 | -1 | 1 | 4 | -3 | -118
CN(C)S(=O)(=O)c1ccc(NC(=O)COC(=O)Cn2[nH]c(=O)c3ccccc3c2=O)cc1 | -2 | . | -6 | -2.1 | -1 | -1 | -13 | 3 | -8 | .
CCOC(=O)[C@@H]1[C@H]2COc3ccccc3[C@H]2N2C(=O)N(c3cccc(C)c3)C(=O)[C@]12C | -3 | -24 | -4 | -2.6 | -2 | -3 | 0 | 6 | 6 | 24
CN1CCc2c(sc3c2C(=O)NC(c2cccc(OC(=O)c4cccs4)c2)N3)C1 (stereo not drawn) | 14 | -22 | . | -0.3 | 3 | 7 | -9 | -20 | -12 | 22
CC(Sc1nnc2ccccn12)C(=O)Nc1ccc(Cl)cn1 (stereo not drawn) | . | 6 | -6 | 3.5 | 1 | 7 | 1 | -7 | -3 | -6
O=C(COc1ccccc1[N+](=O)[O-])N/N=C/c1ccc(O)cc1 | 12 | 27 | 23 | -0.2 | 0 | -4 | -2 | -4 | 7 | -27
COc1ccc(C(=O)NC2CCSC2=O)cc1 (stereo not drawn) | -3 | -7 | 2 | -5.1 | -4 | 9 | -10 | -10 | -19 | 7
C#Cc1ccc([C@@H]2C=C(C(=O)N3CCOCC3)O[C@H](OCCCCO)C2)cc1 | -1 | 5 | 13 | 0.9 | 2 | -8 | 7 | 7 | 1 | -5
CCOC(=O)c1sc2c(c1C)C(c1cccs1)C1=C(CCCC1=O)N2 (stereo not drawn) | . | 34 | 12 | 1.7 | -2 | -5 | 10 | -7 | -17 | -34
CC(=O)c1ccc(NC(=S)NC2CCCC(C)C2C)cc1 (stereo not drawn) | -1 | 9 | 28 | -3.6 | 2 | 0 | -19 | 16 | -2 | -9
CCN(CC(=O)NCc1ccc(F)cc1)CC(=O)Nc1cc(S(=O)(=O)N(C)C)ccc1C | -3 | -9 | -7 | -0.2 | -1 | 4 | -6 | -2 | -12 | 9
O=C(CNc1ccc(Br)cc1)c1ccc(O)cc1 | 10 | -12 | 14 | -1.0 | -2 | -1 | -3 | -2 | -7 | 12
CCOC(=O)N1CCC2(CC1)NCCc1c2[nH]c2ccccc12 | 4 | -17 | -10 | 0.4 | 5 | 0 | 2 | 13 | -2 | 17
O=C(NCC(c1ccccc1Cl)N1CCCC1)c1ccc(N2CCCC2=O)cc1 (stereo not drawn) | 1 | -16 | 43 | -9.9 | -8 | 5 | -7 | 4 | 2 | 16
CN1C(=O)/C(=N/OC(=O)c2ccccc2)c2ccccc21 | . | -3 | -18 | -0.6 | 1 | 1 | -10 | 13 | 7 | 3
O=C(OCC(=O)N1CCOCC1)c1ccccc1OCc1ccc(Cl)cc1 | -4 | 21 | 37 | 0.7 | 2 | 3 | -6 | 5 | -6 | -21
CCn1c(SCC(=O)N2CC(=O)Nc3ccccc32)nnc1-c1ccoc1C | -3 | -9 | -1 | 1.2 | -2 | 7 | -7 | 4 | -13 | 9
CCCOC(=O)c1ccc(NC(=O)c2ccccc2[N+](=O)[O-])cc1 | 7 | 44 | 45 | -0.7 | 0 | 2 | -8 | 4 | 2 | -44
CCn1nnc(NC(=O)c2cc3ccccc3o2)n1 | . | -23 | 64 | -1.0 | -2 | 7 | -5 | -2 | -10 | 23
O=C(CN1CCN(S(=O)(=O)N2CCOCC2)CC1)Nc1cc(Cl)ccc1Cl | -3 | . | . | -0.3 | -1 | 6 | -8 | 1 | 0 | .
COc1ccc(S(=O)(=O)NNC(=O)c2csc(-n3nc(C)cc3C(F)(F)F)n2)cc1OC | -3 | -2 | 2 | 2.4 | -2 | 2 | -9 | -9 | -11 | 2
Clc1ccccc1-c1nc2ccccc2[nH]1 | 48* | 0 | . | 1.9 | -3 | -2 | -9 | -6 | -5 | 0
C=CCOc1ccc(NC(=O)C(=O)NCCCn2ccnc2)cc1 | . | 17 | -4 | 1.7 | 2 | 2 | -7 | 16 | -11 | -17
CN1CCN(C(=O)c2sc(=S)n(-c3ccccc3)c2N)CC1 | . | -14 | . | 1.6 | 0 | -3 | 11 | -5 | -2 | 14
Cc1ccc(-n2ncc(C#N)c2/N=C/N2CCCCCC2)cc1 | . | 21 | 7 | -0.8 | -2 | 2 | -6 | -2 | -14 | -21
CCOc1cc(/C=N/NC(=O)c2cc3c(ccc4ccccc43)o2)ccc1O | 1 | 39 | 3 | -2.4 | 1 | -1 | -2 | -11 | -19 | .
Cc1cc(O)c(C(=O)/C=C/c2cccc([N+](=O)[O-])c2)c(=O)o1 | -4 | 0 | . | -1.1 | 2 | 1 | -10 | 4 | -9 | 0
Nc1cc(N)c2c(c1)C(=O)c1ccccc1-2 | 5 | 8 | 24 | 3.8 | -3 | 7 | -4 | 7 | -16 | -8
S=C(Nc1ccccc1)c1nc2ccccc2s1 | 56* | 4 | 31 | 0.0 | -2 | 2 | -2 | 2 | 0 | -4
COc1cccc(N2CC(C(=O)NC3CCCCC3)CC2=O)c1 (stereo not drawn) | -4 | -17 | 0 | 0.7 | -1 | 5 | -1 | 1 | -9 | 17
O=C(CSc1ccc(-c2ccc(F)cc2)nn1)NCCc1ccccc1 | 0 | -3 | 8 | -2.4 | -3 | 0 | -5 | 2 | 8 | 3

Arranged by value in SR-BI DiI-HDL act (descending): 3 of the compounds above.
Structure | SR-BI DiI-HDL act
O=C(NCC(c1ccccc1Cl)N1CCCC1)c1ccc(N2CCCC2=O)cc1 (stereo not drawn) | 16
C=CCOc1ccc(NC(=O)C(=O)NCCCn2ccnc2)cc1 | -17
CCCOC(=O)c1ccc(NC(=O)c2ccccc2[N+](=O)[O-])cc1 | -44

Additional entries follow.
SMILES | Wnt act | SR-BI DiI inh | MITF act | CDK5 inh | HTR5A ag ctr | cardiac RTF act | dFosB activator | Rtt109 HAT inh | PvdQ acylase | SR-BI DiI-HDL act
Cc1cc(Cl)cc(C)c1OCCOCCNCc1ccccc1 | -2 | -12 | . | 0.5 | -1 | 4 | 0 | -5 | -7 | 12
CCCCN1CCS(=O)(=O)N(Cc2ccccc2Br)CC(C(=O)OC)C1 (stereo not drawn) | 10 | -20 | -5 | -0.7 | 1 | -3 | -11 | 1 | -1 | 20
CC[C@H](C)C(C(=O)N1CCN(C(=O)OC(C)(C)C)CC1)n1cc(C(Cc2ccc(O)cc2)NC(=O)OC(C)(C)C)nn1 (stereo partly drawn) | 1 | 7 | -13 | -1.6 | 5 | 2 | -7 | -4 | -14 | -7
O=C(c1ccc2c(c1)OCCO2)N(c1ccccn1)C1CCCCC1 | . | -11 | -1 | -0.5 | -8 | -3 | -1 | -2 | -3 | 11
Cc1nn(-c2ccc(Cl)c(Cl)c2)c(=O)c2ccccc12 | 13 | 3 | 22 | -1.1 | 0 | -1 | -1 | -17 | -5 | -3
CC(=O)c1ccc(N2CCN(C(=O)CNS(=O)(=O)c3ccc4c(c3)OCCCO4)CC2)c(F)c1 | -4 | 7 | -5 | 2.5 | 0 | -6 | 0 | -6 | 0 | -7
Cc1ccc(CCSc2ccc(C(C)C)cc2)cn1 | -1 | -11 | 20 | 0.1 | 9 | -8 | -17 | -5 | -22 | 11
COc1ccccc1C(=O)COC(=O)CNS(=O)(=O)c1ccc(C)cc1 | -2 | -1 | 14 | -0.1 | 2 | -3 | -2 | -1 | 6 | 1
O=C(O)[C@@H]1CSC2c3ccccc3C(=O)N21 (stereo partly drawn) | 0 | 0 | 3 | 0.5 | -3 | -13 | -4 | -9 | -1 | 0
O=C(Nc1cc(C(F)(F)F)ccc1-n1cncn1)c1ccc([N+](=O)[O-])o1 | 11 | 21 | -43 | -2.1 | -4 | 6 | 3 | 5 | 3 | -21
COc1ccc(OC)c(NC(=O)CCC(=O)Nc2nnc(C(C)C)s2)c1 | 1 | . | 0 | -0.6 | 4 | -3 | 3 | 0 | -5 | .
O=C(N=Nc1c(O)[nH]c2ccc(Br)cc12)c1ccccc1-n1cccc1 | -7 | 17 | -16 | -1.9 | -1 | -9 | -3 | 4 | 0 | -17
COC(=O)c1ccc(COC(=O)c2cnc(Cl)c(Cl)c2)cc1 | -1 | -27 | 20 | -0.1 | 1 | -1 | 2 | 0 | -3 | 27
COc1ccc2c(C)nc(Nc3nc(-c4ccccc4)cc(=O)[nH]3)nc2c1 | -17 | 78* | -70 | -6.6 | 6 | 10 | -21 | 1 | -27 | -78
CC(=O)c1ccccc1NC(=O)COC(=O)CSCC(=O)Nc1cc(C)on1 | 0 | -8 | -2 | 0.9 | -3 | -4 | 5 | 8 | -13 | 8
COc1cc(/C=C/c2cc(OC(C)=O)c3ccccc3n2)c(OC(C)=O)c([N+](=O)[O-])c1 | -8 | 6 | -20 | -0.4 | -2 | -4 | 13 | -1 | 8 | -6
CC(=O)c1c(C)oc2ccc(NS(=O)(=O)c3cccs3)cc12 | -2 | 11 | 5 | -0.6 | 4 | 3 | -4 | -1 | 12 | -11
COc1ccc(Cl)cc1NC(=O)CN1C(=O)NC(C)(Cc2ccc(OC)c(OC)c2)C1=O (stereo not drawn) | -7 | 13 | 5 | -5.7 | -4 | -2 | -17 | -11 | 5 | -13
